Source: PubChem BioAssay (The Scripps Research Institute Molecular Screening Center)
CHO-K1 Ca antag = nonselective inhibitor or artifact in parental CHO-K1 cells | AID 602250 | ATP-induced calcium, Fluo-8 fluorescence | 0.6% of 360,000 active | inhibition, % at 3 µM;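 active = inhibition above a per-plate cutoff, the plate's mean sample inhibition plus 3 SD, cut at about 24% in these data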;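 note: 0% = DMSO plus EC80 ATP and 100% = DMSO alone without ATP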
CHO parental Ca = counter-screen: ATP calcium response change in parental CHO cells | inhibition, % at 5.6 µM | parental CHO-K1, ATP-induced calcium, Fluo-8 fluorescence | 0.63% of 330,000 active;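 active = inhibition above that plate's mean sample inhibition plus 3 SD, cut at about 26% in these data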;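 note: 0% = ATP-challenged DMSO wells and 100% = DMSO wells without ATP; some compounds past the cut are filed as inactive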
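Test system: parental CHO cells; detection: calcium-sensitive Fluo-8 fluorescence; evaluation: percent inhibition of calcium signal; also added: ATP as calcium-mobilizing challenge; repeats: one well per compound; control set: ATP-challenged DMSO wells low, unchallenged DMSO wells high; compound: single nominal dose of 5.6 µM per compound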
M1 ag parental = M1 agonist counterscreen hit in parental CHO-K1 cells. Fluo-8 calcium fluorescence; scaled to maximal ATP response, vehicle zero. activation, % at 3 µM. 0.48% of 360,000 active. AID 602248; in the data active = activation above about 15%;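 note: untransfected CHO-K1 host cells lacking M1 receptor as counterscreen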
CHO-K1 Ca PAM = counter-screen for M1 PAMs: effect in parental CHO-K1 cells | ATP EC20, Fluo-8 calcium fluorescence; 0% at ATP EC20, 100% at ATP max | activation, % at 3 µM | 0.02% of 360,000 active | AID 602247;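 active = activation above the run cutoff, the mean activation of all test compounds plus 3 SD, cut at about 40% in these data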;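 note: peak over basal fluorescence ratio in a 140 s read after ATP addition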
OXTR potentiate = potentiates the human oxytocin receptor response. P30559. CHO-OTR cells, Fluo-8 calcium fluorescence, potentiator mode; 0% = oxytocin EC15, 100% = EC100. activation, % at 3 µM. 0.061% of 320,000 active. AID 2445;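 active = activation above that plate's cutoff, the mean activation of tested compounds plus 3 SD, cut at about 6.6% in these data, passing the limit was not always enough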;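 note: 100% uses oxytocin at 75 nM as the full agonist control; some results filed as inactive read as strong as hits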
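assay system = CHO-OTR cells, human receptor | schedule = compound 6 min at room temperature before oxytocin, 100 s read | detection = Fluo-8 intracellular calcium fluorescence, ex 470-495, em 515-575 nm | evaluation = normalized max/min fluorescence ratio, % activation | control set = EC15 oxytocin alone as 0%, 75 nM oxytocin (EC100) as 100%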
TAAR1 antag = human TAAR1 antagonism; Q96RJ0; 1.5% of 360,000 active; CHO RD-HGA16 TAAR1, Fluo-8 calcium fluorescence, antagonist; inhibition, % at 3 µM;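 active = inhibition above a per-plate cutoff, the mean inhibition of test compounds on that plate plus 3 SD, cut at about 49% in these data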;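 note: 0% = DMSO plus EC80 beta-PEA response and 100% = DMSO alone without agonist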
Target sequence (Q96RJ0 whole entry, looked up): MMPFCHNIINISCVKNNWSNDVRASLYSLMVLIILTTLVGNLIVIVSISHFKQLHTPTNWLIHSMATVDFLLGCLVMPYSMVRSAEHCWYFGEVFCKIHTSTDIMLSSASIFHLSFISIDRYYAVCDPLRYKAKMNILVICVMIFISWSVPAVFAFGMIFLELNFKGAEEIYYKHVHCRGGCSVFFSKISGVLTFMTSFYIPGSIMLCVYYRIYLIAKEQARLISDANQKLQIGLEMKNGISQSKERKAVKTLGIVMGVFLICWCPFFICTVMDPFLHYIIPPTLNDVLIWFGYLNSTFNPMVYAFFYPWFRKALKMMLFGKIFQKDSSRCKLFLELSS
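Material: RD-HGA16 CHO cells with stable hTAAR1 and Gα16; Dosing: single nominal final test compound concentration of 3 µM; Schedule: seeding 17-24 h prior, 75-min 37 °C, 30-min RT dye loading; Detection: kinetic Fluo-8 calcium fluorescence measurement; Measure: % inhibition from peak post-agonist over basal fluorescence ratio; Benchmarks: vehicle and agonist controls.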
GPR7 antagonist = blocks human GPR7 receptor signaling | P48145 | AID 1861 | GPR7-expressing cells, fluorescence antagonist assay | 1.1% of 290,000 active | inhibition, % at 4.4 µM; in the data active = inhibition above about 16%, passing the limit was not always enough;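 note: cells stimulated with the agonist NPW; 0% = agonist with vehicle and 100% = vehicle without agonist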
Target sequence (P48145 whole entry, looked up): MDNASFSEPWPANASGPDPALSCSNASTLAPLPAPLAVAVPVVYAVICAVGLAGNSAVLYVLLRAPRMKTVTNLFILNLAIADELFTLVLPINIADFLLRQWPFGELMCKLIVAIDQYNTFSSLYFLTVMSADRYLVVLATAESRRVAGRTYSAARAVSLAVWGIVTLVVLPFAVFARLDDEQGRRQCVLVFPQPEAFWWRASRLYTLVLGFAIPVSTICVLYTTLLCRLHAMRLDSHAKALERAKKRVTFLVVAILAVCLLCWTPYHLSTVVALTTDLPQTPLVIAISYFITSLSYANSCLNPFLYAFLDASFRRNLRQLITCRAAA
OXTR agonist = activates the human oxytocin receptor. CHO-OTR cells, Fluo-8 calcium fluorescence; normalized: DMSO 0%, oxytocin 100%. 0.32% of 320,000 active. P30559. AID 2435. activation, % at 3 µM;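 active = activation above the mean of all tested compounds plus 3 SD, cutoff set per screening run, cut at about 20% in these data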;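 note: peak over basal fluorescence ratio from a 100 s FLIPR kinetic read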
V1aR counter = activates human V1a receptor in oxytocin agonist counter-screen | P37288 | CHO-V1R cells, Fluo-8 calcium fluorescence, agonist mode; 0% DMSO, 100% 3 nM vasopressin | activation, % at 3 µM | 0.25% of 320,000 active | AID 2797;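 active = activation above the mean activation of all tested compounds plus 3 SD, per screening run, cut at about 20% in these data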;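 note: signal is peak over basal fluorescence ratio across a 100 second FLIPR read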
Target sequence (P37288 whole entry, looked up): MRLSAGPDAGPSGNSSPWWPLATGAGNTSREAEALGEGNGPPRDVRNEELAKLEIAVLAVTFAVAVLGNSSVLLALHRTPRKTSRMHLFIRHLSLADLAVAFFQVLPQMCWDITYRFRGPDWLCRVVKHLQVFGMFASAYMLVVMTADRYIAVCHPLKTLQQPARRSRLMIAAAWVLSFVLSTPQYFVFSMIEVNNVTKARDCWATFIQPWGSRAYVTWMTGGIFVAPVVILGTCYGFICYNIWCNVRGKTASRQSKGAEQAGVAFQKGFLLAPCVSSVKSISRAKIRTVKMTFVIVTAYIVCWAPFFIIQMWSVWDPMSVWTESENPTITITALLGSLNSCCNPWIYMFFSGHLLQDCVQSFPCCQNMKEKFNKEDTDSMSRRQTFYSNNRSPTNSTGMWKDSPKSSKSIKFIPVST
Active calls of the source: *; / = no result given; & = joins results of further samples.

SMILES | CHO-K1 Ca antag | CHO parental Ca | M1 ag parental | CHO-K1 Ca PAM | OXTR potentiate | TAAR1 antag | GPR7 antagonist | OXTR agonist | V1aR counter
CCOC(=O)N1CCC(NC(=O)CC(NS(=O)(=O)c2ccc(C)cc2)c2ccco2)CC1 (stereo not drawn) | -7 | -13 | 0.1 | 16 | -3 | -19 | 8 | -0.6 | 1.8
CC(=O)NC1C(=O)Nc2c1cccc2C(F)(F)F (stereo not drawn) | -20 | 2 | 0.7 | 15 | -10 | -2 | -8 | 0.2 | -0.6
O=c1ccc2cc(S(=O)(=O)N3CCN(c4ccccc4)CC3)ccc2o1 | -5 | -6 | 0.4 | 2 | -16 | 4 | -13 | 5.1 | 4.1
CCOc1ccccc1NC(=O)Nc1ccc(Cl)cc1 | 6 | -16 | 2.9 | 5 | -12 | 1 | 2 | 0.9 | 2.3
Cc1cc(C(=O)N2CCC2(C)C(=O)Nc2ccc3[nH]ncc3c2)nn1C (stereo not drawn) | 1 | / | 0.5 | 2 | / | -3 | / | / | /
CC(Sc1nncs1)C(=O)NCC(=O)Nc1ccc(F)c(F)c1F (stereo not drawn) | 4 | -4 | 0.1 | 0 | -3 | 3 | -7 | -0.4 | 0.1
Cc1nc(SCC(=O)NNC(=O)c2ccc(F)cc2)c2ccccc2n1 | 1 | -16 | -0.4 | -16 | -7 | 9 | / | -0.3 | 0.5
C#CCNCCS(=O)(=O)N(Cc1ccc(Br)cc1)[C@@H](CC(C)C)C(=O)O | -6 | -18 | 0.3 | 10 | / | -22 | / | / | /
Cc1cnc(C(=O)NC2CC(C)(C)Cc3c2cnn3-c2ccccc2)cn1 (stereo not drawn) | 0 | -12 | 0.3 | 2 | 1 | -4 | -8 | -1.4 | -0.3
O=C(O)C1CCCN(S(=O)(=O)c2ccccc2[N+](=O)[O-])C1 (stereo not drawn) | -4 | -6 | 0.6 | 12 | 0 | 2 | -8 | 0.3 | 0.7
CCCc1ccc(C#N)c(SC2CC(=O)N(c3ccc(OC)cc3)C2=O)n1 (stereo not drawn) | -3 | -24 | 0.5 | 20 | -3 | -1 | -10 | 0.7 | 0.7
Cc1ccc(NS(=O)(=O)c2c(C)[nH]c(C)c2C(=O)N2CCCCC2)cc1C | -19 | -20 | 1.1 | 29 | -5 | -20 | 4 | -0.1 | -0.6
Cc1nc2c(o1)C(=O)c1ccccc1C2=Nc1ccccc1 | -11 | / | 0.6 | 10 | / | 7 | / | / | /
O=C1CC(C(=O)Nc2ccc(F)cc2)S/C(=N\N=C\c2ccco2)N1 (stereo not drawn) | -4 | -10 | 0.8 | 20 | -5 | -19 | -14 | 2.4 | 0.4
N#Cc1ccc(C(=O)N2CCCC(c3cc(C(=O)NCc4cccnc4)no3)C2)cc1 (stereo not drawn) | -2 | / | 0.6 | 23 | / | -6 | / | / | /
CCOC(=O)c1c(C)oc2cc(Br)c(OC(=O)N3CCOCC3)cc12 | 3 | -28 | 0.6 | -1 | -25 | -7 | -1 | -2.3 | -1.7
COc1cccc(NC(=O)C/C(C)=N/NC(=O)c2ccccc2Cl)c1 | 2 | -12 | 1.1 | -14 | 1 | 5 | -1 | -1.4 | -0.5
CN(C)C=C1C(=O)c2ccccc2C1=O | -9 | -22 | 0.5 | 19 | -3 | -7 | -7 | 0.7 | 0.9
CCOC(=O)C(OC(=O)c1sc(=S)n(C)c1C)C(C)=O (stereo not drawn) | -1 | -18 | 0.7 | 10 | -14 | 1 | 3 | -0.1 | -0.3
COC(=O)c1sc2ccccc2c1NC(=O)c1ccc(S(=O)(=O)N2CCCCC2C)cc1 (stereo not drawn) | -7 | -18 | 7.6 | 25 | -9 | 15 | -10 | 0.5 | 0.5
COCCNC(=O)c1ccccc1NC(=O)Cc1ccccc1 | 1 | -22 | -0.2 | -4 | -2 | -12 | -5 | -0.9 | -0.1
NNC(=O)c1c(O)c2cccc3c2n(c1=O)CCC3 | 0 | -6 | 0.5 | -11 | -11 | -5 | 0 | -1.1 | 7.3
Cc1ccc(-c2nnc(SCC(=O)OC(C)C)n2N)cc1 | 0 | -9 | 1.8 | 13 | -5 | 2 | -6 | -1.2 | -0.3
Cc1cccc(CC2CC(=O)N(c3ccc([N+](=O)[O-])cc3)C2=O)c1 (stereo not drawn) | -10 | -3 | 1.3 | 13 | -14 | -7 | -10 | -1.5 | -1.0
CCCOc1nc2ccccc2cc1/C=C/C(=O)O | -9 | -34 | -0.7 | 0 | -9 | 3 | -10 | -1.0 | -0.7
COc1ccccc1N1CCN(C2CCCN(C(=O)c3csc(C)n3)C2)CC1 (stereo not drawn) | 7 | / | -0.2 | -21 | / | -16 | -16 | / | /
COC(=O)C1=C(C(=O)OC)C(c2cc(Br)ccc2O)c2sc(=O)[nH]c2S1 (stereo not drawn) | 14 | -13 | -0.2 | -11 | -1 | -8 | -13 | 0.6 | -0.2
CNC(=S)NNS(=O)(=O)c1ccc(OC)cc1OC | -14 | -3 | 0.2 | 28 | -19 | 4 | -16 | 0.3 | 0.9
Cc1ccc(S(=O)(=O)NCC(c2ccccc2)N2CCCCC2)cc1 (stereo not drawn) | 1 | -19 | -0.5 | -7 | -6 | -30 | -8 | -1.1 | -1.4
CC(C)(C)c1csc(NC(=O)C2COc3ccccc3O2)n1 (stereo not drawn) | 2 | -10 | 0.6 | -6 | -12 | 22 | -19 | -0.1 | 1.9
COc1ccc(Cl)cc1NC(=O)CCN1C(=O)NC(C)(C)C1=O | 0 | / | 0.2 | -14 | / | -2 | / | / | /
CC(C)c1nc(SCC(=O)N2CC(=O)Nc3ccccc32)c2ccccc2n1 | -8 | -23 | 1.0 | 8 | 4 | 6 | -10 | 0.1 | -0.7
N#Cc1c(C(F)(F)F)cc(-c2ccco2)nc1SCc1ccncc1 | 4 | -4 | 13 | 1 | -11 | 11 | -7 | 13 | 14
CC(C)CNc1nnnc2c1sc1nc(N3CCOCC3)c3c(c12)CCCC3 | -4 | -9 | 0.2 | 14 | -5 | -27 | -7 | -0.5 | 0.2
O=C(NCc1ccco1)c1ccc(NC(=O)C2COc3ccccc3O2)cc1 (stereo not drawn) | -10 | -5 | 3.0 | 13 | 5 | 12 | 5 | 0.3 | 2.4
CCCCC1CCC(C(=O)Nc2ccccc2N2CCOCC2)CC1 (stereo not drawn) | -22 | -17 | 0.2 | 23 | -4 | 5 | / | -1.6 | -0.1
Cc1ccc(NC(=O)COC(=O)/C=C/c2cccs2)cc1 | -14 | 3 | 2.7 | 25 | -3 | 10 | -1 | -1.5 | -0.6
O=C(CCc1nc(-c2ccccc2Cl)no1)NC1CCCCC1 | -14 | -13 | 4.0 | 6 | -9 | -7 | 8 | 0.5 | 4.8
O=C(Nc1ccc(F)cc1F)c1cccc(S(=O)(=O)N2CCCCC2)c1 | -22 | -8 | 4.8 | 14 | -7 | -15 | / | 1.2 | 0.7
O=C(NCc1cccs1)c1cccnc1C(=O)O | 1 | -8 | -0.5 | 4 | -5 | / | 2 | 0.3 | 0.0
O=C(Cn1nc(C(=O)O)c2ccccc2c1=O)c1c[nH]c2ccccc12 | -5 | -5 | 3.2 | -3 | -5 | -1 | -11 | 1.4 | 3.0
CC(=O)n1cc(C(C[N+](=O)[O-])SCCN)c2ccccc21 (stereo not drawn) | -2 | -7 | 0.4 | 2 | -8 | / | -11 | 0.0 | 0.0
CC(C)(C)NC(=O)C(c1ccccn1)N(C(=O)C1CSC(=O)C1)c1ccccc1F (stereo not drawn) | 4 | -2 | 0.3 | -10 | -12 | 5 | -7 | 0.5 | 0.2
CCCN(C(=O)CCNC(=O)c1ccc(Cl)cc1)c1c(N)n(Cc2ccccc2)c(=O)[nH]c1=O | -24 | -15 | 0.1 | 15 | -3 | -8 | / | 0.2 | 0.2
Cc1cc(C)n2c(NC3CCCC3)c(-c3cc4ccccc4o3)nc2n1 | -39 | / | 1.6 | 33 | / | -17 | / | / | /

A different layout for some results above.
Structure,CHO-K1 Ca antag,CHO parental Ca,M1 ag parental,CHO-K1 Ca PAM,OXTR potentiate,TAAR1 antag,GPR7 antagonist,OXTR agonist,V1aR counter
O=C(Nc1ccc(F)cc1F)c1cccc(S(=O)(=O)N2CCCCC2)c1,-22,-8,4.8,14,-7,-15,/,1.2,0.7
O=C(NCc1cccs1)c1cccnc1C(=O)O,1,-8,-0.5,4,-5,/,2,0.3,0.0
N#Cc1c(C(F)(F)F)cc(-c2ccco2)nc1SCc1ccncc1,4,-4,13,1,-11,11,-7,13,14
CCCN(C(=O)CCNC(=O)c1ccc(Cl)cc1)c1c(N)n(Cc2ccccc2)c(=O)[nH]c1=O,-24,-15,0.1,15,-3,-8,/,0.2,0.2
CC(=O)n1cc(C(C[N+](=O)[O-])SCCN)c2ccccc21 (stereo not drawn),-2,-7,0.4,2,-8,/,-11,0.0,0.0

The list continues:
SMILES | CHO-K1 Ca antag | CHO parental Ca | M1 ag parental | CHO-K1 Ca PAM | OXTR potentiate | TAAR1 antag | GPR7 antagonist | OXTR agonist | V1aR counter
Cc1oncc1C(=O)Nc1cccc(C#N)c1 | -3 | 3 | 0.5 | 7 | 3 | -12 | 2 | 0.4 | 1.0
CCOc1ncccc1C(=O)N1CCN(S(=O)(=O)c2cccs2)CC1 | -8 | -7 | 0.8 | 3 | 0 | -10 | / | 0.8 | -0.7
COC(=O)C1=CO[C@@H](C)[C@H]2CN3CCc4c([nH]c5ccccc45)[C@@H]3C[C@H]12 | 0 | -22 | 1.5 | 14 | 8 | -18 | / | -0.9 | -0.3
CCCCCCSc1cccc(-c2nc3ccccn3c2NCc2ccccc2)c1 | -16&-16 | 28 | 0.3&2.1 | 17&8 | -2 | 44&22 | / | -1.5 | 1.6
Cc1ccc(SCc2c(C(=O)N/N=C/C3CC=CCC3)nnn2-c2nonc2N)cc1 (stereo not drawn) | -5 | -29 | 0.8 | 2 | -16 | -28 | -11 | 0.0 | 0.1
Cc1ccc([C@@H]2C[C@H]3[C@@H](CN2S(=O)(=O)c2ccc(C)cc2)C(=O)C[C@@H](c2ccc(Cl)cc2)N3S(=O)(=O)c2ccccc2C)cc1 | -2 | / | 0.2 | 16 | / | -3 | / | / | /
CC(C)CC(COCc1cccc(C(F)(F)F)c1)N1CCN(C(=O)c2cccc(C(F)(F)F)c2)CCC1=O (stereo not drawn) | 1 | -39 | -0.8 | 3 | -9 | 1 | 3 | -1.0 | 1.2
Cc1csc(NC(=O)CCN2C(=O)c3ccccc3S2(=O)=O)n1 | -11 | -11 | 2.1 | 26 | 2 | 8 | -11 | 1.6 | 1.3
Cc1ccccc1S(=O)(=O)NC(=O)C1(C)CCN1C(=O)COc1ccc(Cl)cc1 (stereo not drawn) | -7 | / | 0.5 | 2 | / | -9 | / | / | /
